CRFR2-BP antag = antagonists of CRF-BP/CRF-R2 complex, primary screen, cell-based, HEK293, calcium dye fluorescence, uHTS; inhibition, % at 11.8 µM; CRF-induced calcium fluorescence; hit rate 0.59% among 350,000;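 active = inhibition of the ligand-induced calcium signal above about 50% at the single tested concentration, limit read from the data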
M5 ag = human M5 muscarinic receptor agonists, primary screen, CHO-K1 cells, Fluo-8 calcium fluorescence; Muscarinic acetylcholine receptor M5 (Homo sapiens), P08912; CHO-K1 hM5 cells; 0% DMSO wells, 100% maximal acetylcholine response; activation, % at 3 µM; hit rate 0.19% among 360,000; AID 624037, 2012;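 active = activation above the run's mean over test compounds plus 3 SD, cut at about 23% in these data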;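 also: signal is peak over basal fluorescence ratio across the kinetic read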
Target sequence (P08912 whole entry, looked up): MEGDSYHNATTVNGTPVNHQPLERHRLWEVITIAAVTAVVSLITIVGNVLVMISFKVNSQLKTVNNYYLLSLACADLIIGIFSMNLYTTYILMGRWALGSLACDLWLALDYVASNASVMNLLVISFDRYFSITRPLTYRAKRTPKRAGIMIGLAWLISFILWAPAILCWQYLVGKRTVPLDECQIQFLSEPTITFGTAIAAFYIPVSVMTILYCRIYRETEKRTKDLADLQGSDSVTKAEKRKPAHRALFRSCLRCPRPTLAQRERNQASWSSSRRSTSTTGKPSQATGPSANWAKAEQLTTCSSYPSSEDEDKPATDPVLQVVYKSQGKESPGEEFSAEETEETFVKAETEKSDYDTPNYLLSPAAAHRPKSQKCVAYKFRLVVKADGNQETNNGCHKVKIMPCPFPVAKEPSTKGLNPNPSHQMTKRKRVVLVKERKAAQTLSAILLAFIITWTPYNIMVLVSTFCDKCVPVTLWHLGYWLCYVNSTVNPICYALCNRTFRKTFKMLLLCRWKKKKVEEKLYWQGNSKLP
TAAR1 antag = human TAAR1 antagonists, primary screen, Fluo-8 calcium fluorescence, CHO RD-HGA16 cells; Trace amine-associated receptor 1 (Homo sapiens), Q96RJ0; antagonist; inhibition, % at 3 µM; hit rate 1.5% among 360,000; AID 624466, 2012;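 active = inhibition above a per-plate cutoff, the mean inhibition of test compounds on that plate plus 3 SD, cut at about 49% in these data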;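 also: 0% = DMSO plus EC80 beta-PEA response and 100% = DMSO alone without agonist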
Target sequence (Q96RJ0 whole entry, looked up): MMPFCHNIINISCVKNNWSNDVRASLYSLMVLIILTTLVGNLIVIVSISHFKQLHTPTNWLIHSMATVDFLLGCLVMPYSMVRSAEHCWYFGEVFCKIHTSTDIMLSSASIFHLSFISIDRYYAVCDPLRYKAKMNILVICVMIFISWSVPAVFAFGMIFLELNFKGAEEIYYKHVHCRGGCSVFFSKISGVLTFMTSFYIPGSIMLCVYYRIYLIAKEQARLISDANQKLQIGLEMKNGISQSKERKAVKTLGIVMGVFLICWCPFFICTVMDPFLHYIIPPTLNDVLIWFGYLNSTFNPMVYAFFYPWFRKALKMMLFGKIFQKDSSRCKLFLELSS
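Test system – hTAAR1-expressing CHO RD-HGA16 cells, Gα16-coupled · Also added – β-PEA at EC80 concentration, post-compound challenge · Compound – 3 µM, single point · Incubation – dye loading 75 min at 37 °C, then 30 min room temperature · Measured by – Fluo-8 intracellular calcium dye fluorescence, real-time kinetic reads · Benchmarks – vehicle and agonist controls · Replicates – singlicate, one well per test compound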
M5 antag = human M5 muscarinic receptor antagonists, primary screen, CHO cells, Fluo-8 calcium fluorescence | CHO-hM5 cells, ACh EC80 | inhibition, % at 3 µM | hit rate 0.59% among 360,000 | AID 624040, 2012;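 active = inhibition above a per-plate cutoff, the mean of that plate's test compounds plus 3 SD, cut at about 27% in these data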;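 also: 0% = acetylcholine EC80 with DMSO and 100% = DMSO without agonist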
CRFR2-BP ag = agonists of CRF-BP/CRF-R2 complex, primary screen, cell-based, HEK293, calcium dye fluorescence, uHTS; CRF-binding protein / CRF receptor 2 complex (human); calcium dye fluorescence (FLIPR); percent of saturating CRF peptide response; activation, % at 13.2 µM; hit rate 0.46% among 350,000;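 active = activation of at least 50%, plus an integration ratio under a set limit after plate pattern correction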;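 also: plate controls were neutral control wells without compound for no effect and CRF at EC100 for full effect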
TAAR1 agonist = human TAAR1 agonists, primary screen, Fluo-8 calcium fluorescence, CHO RD-HGA16 cells; vehicle wells 0%, saturating PEA agonist 100%; Trace amine-associated receptor 1 (Homo sapiens), Q96RJ0; activation, % at 3 µM; AID 624467, 2012; hit rate 0.99% among 360,000;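 active = activation above the mean activation of all test compounds in the run plus 3 SD, cut at about 38% in these data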
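System: CHO-derived RD-HGA16 cells with stable Gα16 and human TAAR1. Times: 17-24 h plating, Fluo-8 75 min 37 °C, 30 min RT. Measured by: calcium-sensitive Fluo-8 signal, excitation 470-495, emission 515-575 nm. Read-out basis: % activation relative to PEA EC100 response. Control set: DMSO and PEA EC100. Repeats: no replicates (n 1).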
CHRM5 PAM = human M5 muscarinic receptor positive allosteric modulators, primary screen, CHO-K1 cells, Fluo-8 calcium fluorescence; Muscarinic acetylcholine receptor M5 (Homo sapiens), P08912; CHO-K1 hM5, ACh EC20 PAM; 0% = ACh EC20, 100% = ACh EC100; activation, % at 3 µM; hit rate 0.3% among 360,000; AID 624038, 2012;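 active = activation above the run cutoff, the mean activation of all test compounds plus 3 SD, cut at about 18% in these data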
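Test system: CHO-K1 hM5 cells / Doses: single-point, 3 µM nominal / Times: Post-acetylcholine fluorescence recording 140 s / Technique: Fluo-8 calcium fluorescence / Measure: Max/basal fluorescence ratio as % of EC20–EC100 ACh window / Benchmarks: low control EC20 acetylcholine (0%), high control EC100 acetylcholine (100%) / Replicates: one well per compound, no replicates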
M4 PAM = human M4 muscarinic receptor positive allosteric modulators, primary screen, CHO-K1 cells, Fluo-8 calcium fluorescence; hit rate 0.4% among 360,000; Muscarinic acetylcholine receptor M4 (Homo sapiens), P08173; CHO-K1 hM4/Gqi5, ACh EC20; 0% = ACh EC20, 100% = maximal ACh; activation, % at 3 µM;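 active = activation above its plate's cutoff, the mean activation of sample wells plus 3 SD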; also: some results filed as inactive read as strong as hits
M1 PAM parental = nonselective calcium activators in parental CHO-K1 cells, primary screen, counter-screen for M1 PAM project, cell-based, Fluo-8 calcium fluorescence, full deck, 1536-well. ATP EC20; 0% at ATP EC20, 100% at ATP max. activation, % at 3 µM. hit rate 0.02% among 360,000. AID 602247, 2012;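 active = activation above the run cutoff, the mean activation of all test compounds plus 3 SD, cut at about 40% in these data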;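 also: peak over basal fluorescence ratio in a 140 s read after ATP addition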
* hit, by the source's call; / = not tested or not shown.

SMILES | CRFR2-BP antag | M5 ag | TAAR1 antag | M5 antag | CRFR2-BP ag | TAAR1 agonist | CHRM5 PAM | M4 PAM | M1 PAM parental
COC(=O)c1cc2ccccc2c(-c2c(OC)c(C(=O)OC)cc3ccccc23)c1OC | 4 | -4 | -10 | 6 | 4.9 | 4 | -9 | 2 | 8
CCCCCC(=O)NNC(=O)Nc1ccccc1 | 3 | 0 | -13 | -8 | -1.0 | 3 | 5 | 10 | 17
CCC1CCC2(CC1)SCC(=O)N2c1ccccc1 (stereo not given) | -17 | -5 | -21 | 1 | -0.9 | -2 | 6 | -2 | 16
COc1ccccc1-c1ccc(Nc2cccc(C(F)(F)F)c2)nn1 | -7 | -3 | 41 | 0 | 1.2 | 20 | -2 | 2 | -3
C=CC[n+]1ccc2ccccc2c1C | 9 | -1 | 7 | -5 | 2.5 | 3 | 1 | 3 | -3
COc1ccc(N(C)C(=O)c2cn(C)c(=O)c3cc(OC)c(OC)cc23)cc1 | 2 | -2 | -3 | 9 | -0.5 | -1 | -4 | -2 | 12
COc1cc(/C=C/C(=O)O)ccc1OS(=O)(=O)c1c(C)cc(C)cc1C | 9 | 4 | 6 | -4 | 3.0 | 0 | 8 | 8 | 9
CCOc1ccccc1NC(=O)CCCNC(=O)c1ccc(Cl)cc1 | -15 | -5 | 0 | -8 | -2.9 | 0 | 1 | 5 | 13
O=C(O)C1C2CCC(C2)C1C(=O)Nc1cc(F)ccc1F (stereo not given) | -15 | -2 | 1 | -4 | 1.1 | 9 | 4 | 8 | 12
CCc1cc(=O)oc2cc(C)cc(OC(=O)c3ccco3)c12 | -15 | -14 | 4 | 4 | 0.5 | 3 | -1 | 2 | -8
CC(=O)c1ccc(NC(=O)c2ccc3c(Cl)c4c(nc3c2)CCCC4)cc1 | -18 | 1 | -13 | 15 | 2.7 | 13 | -14 | -5 | 11
Cc1nn(-c2ccc(F)cc2)c(Cl)c1/C=C(\CCC(=O)O)c1nc2ccccc2s1 | -8 | 0 | -7 | 4 | -1.4 | 3 | -3 | 3 | 12
COC(=O)Cc1csc(Nc2ccc(F)c(Cl)c2)n1 | -4 | 0 | -5 | 7 | -0.8 | 4 | -2 | -8 | 11
Cc1ccc(C(C)NC(=O)Cc2cccs2)cc1C (stereo not given) | 16 | -5 | -9 | 3 | -4.2 | -2 | 3 | -3 | -21
Cn1c(CCC(=O)OCC(=O)NCc2ccc3c(c2)OCO3)nc(=O)c2ccccc21 | 8 | 3 | -1 | 4 | -2.0 | 4 | 10 | -5 | 15
COc1ccc(-c2cn3c(C)c(C(=O)Nc4cc(NC(C)=O)ccc4OC)sc3n2)cc1 | -4 | 6 | 11 | -1 | 0.5 | 14 | -2 | 0 | 8
CC1CCN(C(=O)CCNC(=O)Cn2cnc3sc4c(c3c2=O)CCCC4)CC1 | -10 | -8 | -14 | 4 | 0.6 | 3 | -12 | 2 | 8
CC(Oc1cc2oc(=O)c3c(c2cc1Cl)CCCC3)C(=O)NCc1ccccn1 (stereo not given) | -12 | -6 | -39 | 14 | -1.2 | 3 | -5 | -3 | 15
CCOC(=O)C(=CNc1cccc(C)n1)C(=O)OCC | -1 | -2 | -9 | -1 | -1.2 | 5 | 8 | 11 | 17
COc1cccc(/C=N/N=C(\N)c2nonc2N)c1O | 8 | 3 | -10 | 9 | 0.2 | 10 | -3 | -1 | -9
C=CCNC(=O)CCCOc1cc(C)ccc1C | 0 | 3 | / | -1 | -0.7 | / | 10 | 3 | 25
CCC(NC(=O)c1[nH]c(C)c(C(C)=O)c1C)c1ccc(Br)cc1 (stereo not given) | -7 | 0 | 7 | 12 | 0.1 | 5 | -5 | -6 | 9
COc1cc(/C=N/NC(=O)C(=O)NCc2ccco2)cc(Br)c1O | 3 | 2 | -17 | -4 | -3.3 | -2 | 11 | 9 | 22
Nn1c(SCc2ccccc2F)nnc1-c1ccncc1 | 0 | 2 | -2 | -6 | 0.1 | -1 | 10 | 8 | 16
CCc1ccc(S(=O)(=O)NC(CC(=O)O)c2ccccc2)cc1 (stereo not given) | -1 | -2 | 7 | 0 | -0.5 | 7 | 4 | 1 | -12
Cc1cc(C)cc(OCC(=O)OCC(=O)NC2CCCCCCC2)c1 | 4 | -5 | -40 | -9 | -0.7 | -1 | 10 | 4 | -4
Cn1c(/C=C/c2ccc(Cl)cc2)nc2ccccc2c1=O | -5 | 0 | 18 | 12 | 0.1 | 2 | -3 | -9 | 14
CCc1ccc(OC(=O)/C=C/c2ccco2)cc1 | -2 | -4 | -14 | 7 | 5.6 | 8 | 1 | -4 | 10
CN(c1ccccc1)c1cc(Br)nc(Br)c1 | 22 | -10 | -2 | 4 | -0.4 | -3 | -3 | -2 | 15
CCn1c(COc2ccc(C)cc2)nnc1SCc1ccc(C#N)cc1 | 15 | 0 | 1 | 6 | -3.7 | 7 | -8 | 5 | 8
CCCCCCNc1cc2n(c(=O)n1)CCc1cc(OC)c(OC)cc1-2 | 23 | 1 | -6 | 3 | -3.1 | 9 | -3 | 12 | 16
COc1ccc(C)cc1NC(=O)C1CC(=O)OC12CCCCC2 (stereo not given) | -10 | 0 | 15 | 5 | -0.4 | 0 | 1 | 6 | 16
CCOc1ccc(S(=O)(=O)Nc2ccccc2SC)cc1 | 7 | -8 | 13 | -5 | -3.8 | 6 | -6 | -5 | 13
Cc1ccc(NC(=O)c2c(O)c3ccccc3n(C)c2=O)nc1 | 7 | 0 | -24 | 3 | 0.3 | 1 | -2 | 7 | -2
CC(C)c1nnc(NC(=O)C2CCN(C(=O)Nc3ccc(Cl)cc3)CC2)s1 | -17 | -2 | -5 | 15 | 1.2 | 0 | -5 | -2 | -13
Cc1ccc(CS(=O)(=O)CC(C)(O)c2ccccc2)cc1 (stereo not given) | 11 | -8 | 7 | 1 | -3.1 | -4 | 3 | 4 | 13
CC1CCN(S(=O)(=O)c2ccc3c(c2)N(CC(=O)NCCCN2CC(C)CC(C)C2)C(=O)CS3)CC1 (stereo not given) | -8 | -11 | -11 | -5 | -0.3 | 1 | 1 | -6 | 18
NS(=O)(=O)c1ccccc1 | -10 | -1 | -38 | 2 | -2.8 | 2 | 2 | -2 | 17
CCn1c(-c2ccccc2O)n[nH]c1=S | 14 | 2 | 1 | -6 | -1.2 | 9 | 4 | -3 | -1
COC(=O)[C@@H]1CCCN1C(=O)CCc1nnc(CCC2CCCCC2)o1 | 4 | 0 | -2 | 2 | 0.5 | 16 | 2 | -3 | 9

Another view of some results above.
> COc1ccc(-c2cn3c(C)c(C(=O)Nc4cc(NC(C)=O)ccc4OC)sc3n2)cc1
  CRFR2-BP antag: -4; M5 ag: 6; TAAR1 antag: 11; M5 antag: -1; CRFR2-BP ag: 0.5; TAAR1 agonist: 14; CHRM5 PAM: -2; M4 PAM: 0; M1 PAM parental: 8

> CC1CCN(C(=O)CCNC(=O)Cn2cnc3sc4c(c3c2=O)CCCC4)CC1
  CRFR2-BP antag: -10; M5 ag: -8; TAAR1 antag: -14; M5 antag: 4; CRFR2-BP ag: 0.6; TAAR1 agonist: 3; CHRM5 PAM: -12; M4 PAM: 2; M1 PAM parental: 8

> CC(Oc1cc2oc(=O)c3c(c2cc1Cl)CCCC3)C(=O)NCc1ccccn1 (stereo not given)
  CRFR2-BP antag: -12; M5 ag: -6; TAAR1 antag: -39; M5 antag: 14; CRFR2-BP ag: -1.2; TAAR1 agonist: 3; CHRM5 PAM: -5; M4 PAM: -3; M1 PAM parental: 15

> CCOC(=O)C(=CNc1cccc(C)n1)C(=O)OCC
  CRFR2-BP antag: -1; M5 ag: -2; TAAR1 antag: -9; M5 antag: -1; CRFR2-BP ag: -1.2; TAAR1 agonist: 5; CHRM5 PAM: 8; M4 PAM: 11; M1 PAM parental: 17

Later entries
SMILES | CRFR2-BP antag | M5 ag | TAAR1 antag | M5 antag | CRFR2-BP ag | TAAR1 agonist | CHRM5 PAM | M4 PAM | M1 PAM parental
CCCCC1(CCCC)NC(=S)N(Nc2ccc(C)cc2)C1=O | -15 | -5 | -31 | 5 | -0.7 | -1 | -5 | 4 | -6
O=C(CNC(c1ccccc1)c1ccccc1)Nc1ccccc1-c1ccccc1 | -9 | -2 | 10 | 8 | 2.9 | 0 | -9 | -12 | -2
COc1ccc(OC)c(/C=N/c2c(-c3ccc(O)c(OC)c3)nc3ccccn23)c1 | -10 | -2 | -4 | 3 | -0.2 | 1 | -1 | 10 | -7
COC(=O)c1ccc(-n2c(CCC(=O)O)ccc2-c2ccc(C)cc2)cc1 | 7 | 1 | / | 1 | -2.4 | / | 9 | -2 | -24
C#CCOCCOCCOCCNc1nc(N2CCN(C(=O)[C@H](CCC(=O)O)n3cc(C(N)CC(C)C)nn3)CC2)nc(N2CCN(C(=O)[C@H](Cc3ccc(O)cc3)n3cc(C(N)CC(C)C)nn3)CC2)n1 (stereo not given in full) | -1 | -4 | / | 15 | -0.7 | / | 9 | -5 | 11
COC(=O)c1sccc1NC(=O)CC1C(=O)NCCN1C(=O)c1c(F)cccc1Cl (stereo not given) | 0 | 2 | -37 | 12 | -0.1 | -1 | -16 | -19 | 4
CN(C)c1ccc(/C=N/c2cc(-c3ccccc3)nn2-c2ccccc2)cc1 | -8 | 0 | -14 | -4 | -1.1 | 0 | -2 | 4 | 11
CCc1ncc(C(O)c2cccc(OC)c2OC)n1C (stereo not given) | -17 | -8 | -10 | 2 | 0.7 | 7 | -4 | -2 | 11
Cc1ccccc1C(=NCCCN(C)C)c1ccccc1C | -17 | -7 | 7 | 25 | -4.1 | 2 | -19 | -10 | 19
CCOCN(C(=O)Cn1c(COC)nc2ccccc21)c1c(C)cccc1CC | -6 | -6 | -8 | -1 | -0.8 | 2 | -1 | -1 | 24
Cc1nc(-c2nnc(SCC(=O)Nc3ccc(Cl)cc3)n2C)cs1 | 4 | 2 | -13 | 7 | -2.2 | -1 | 5 | 10 | 1
COc1ccc(CN(C)CC(=O)NC(=O)NC2CCCCC2)cc1 | 6 | 1 | -21 | -1 | -0.8 | 2 | 9 | 0 | 4
COc1ccccc1N1CCN(C(=O)c2ccc(S(=O)(=O)N3CCCCCC3)cc2)CC1 | 7 | -5 | -6 | 17 | 0.3 | 5 | -6 | -2 | -7
Cc1ccn2c(NC3CCCC3)c(-c3ccncc3)nc2c1 | 11 | -1 | 2 | 7 | -2.2 | -2 | -2 | -5 | 11
